Bioassay records (PubChem BioAssay)
RXFP1 antagonist: qHTS Assay for Antagonists of the Relaxin Receptor RXFP1 | HEK293-RXFP1, relaxin-stimulated cAMP HTRF, 30 min; stronger effect = lower value | activity change, negative = inhibition, % at 57.5 µM | actives 0.59% (n = 350,000) | AID 1259400, 2018;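 active means activity change of -60% or lower, but not beyond a set lower limit; inconclusive means change between -60% and -40%, or beyond the set limit; inactive means change above -40%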; further: on the % scale 0 is the no-effect control and ±100 the full control effect
Target sequence (Q9HBX9 whole entry, looked up): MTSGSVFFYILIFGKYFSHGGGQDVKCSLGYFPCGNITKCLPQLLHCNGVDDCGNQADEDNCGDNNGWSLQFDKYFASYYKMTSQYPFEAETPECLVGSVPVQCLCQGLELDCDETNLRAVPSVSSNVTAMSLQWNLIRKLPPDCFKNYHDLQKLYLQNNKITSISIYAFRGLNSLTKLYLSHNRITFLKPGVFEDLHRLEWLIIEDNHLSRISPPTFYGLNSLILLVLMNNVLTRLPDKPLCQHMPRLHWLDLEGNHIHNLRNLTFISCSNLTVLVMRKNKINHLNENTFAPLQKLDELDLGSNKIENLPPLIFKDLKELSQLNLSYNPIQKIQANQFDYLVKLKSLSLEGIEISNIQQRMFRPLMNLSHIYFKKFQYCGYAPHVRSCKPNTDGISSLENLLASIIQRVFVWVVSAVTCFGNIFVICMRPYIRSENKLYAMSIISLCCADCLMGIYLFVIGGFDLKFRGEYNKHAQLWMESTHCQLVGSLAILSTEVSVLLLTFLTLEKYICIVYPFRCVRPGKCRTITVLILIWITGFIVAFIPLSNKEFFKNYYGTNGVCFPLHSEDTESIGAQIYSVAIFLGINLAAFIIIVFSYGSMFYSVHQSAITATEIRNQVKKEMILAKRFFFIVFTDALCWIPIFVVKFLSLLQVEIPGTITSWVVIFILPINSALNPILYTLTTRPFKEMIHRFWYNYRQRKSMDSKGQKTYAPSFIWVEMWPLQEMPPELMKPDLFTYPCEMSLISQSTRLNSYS
TRHR agonist: qHTS for Small Molecule Agonists and Allosteric Enhancers of Human TRH Receptor: Primary Screen for Agonists; Thyrotropin-releasing hormone receptor (Homo sapiens), P34981; TRHR cells, calcium flux fluo-8, FDSS agonist mode; activation, % at 2 µM; actives 0.18% (n = 360,000); in the data active means activation above about 30%; further: 0% is about no effect
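Fluo-8-loaded TRHR cells; 10 s baseline, compound added, kinetic Ca2+ fluorescence read 1/s, agonist mode.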
D1 antagonist: Antagonist of Human D 1 Dopamine Receptor: qHTS; D(1A) dopamine receptor (Homo sapiens), P21728; activity change, negative = inhibition, % at 10 µM; HEK293 TREx D1 cells, calcium flux, dopamine EC80; stronger effect = lower value; actives 3.2% (n = 360,000); AID 504652, 2011; in the data active means activity change below about -30%; further: on the % scale 0 is the no-effect control and ±100 the full control effect
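Cells carrying a force-coupled, tetracycline-inducible human D1 receptor report calcium flux. Each well gets a 10 s baseline, compound with 180 s monitoring, then an EC80 dopamine stimulus with a second 180 s kinetic read.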
TRHR enhancer: qHTS for Small Molecule Agonists and Allosteric Enhancers of Human TRH Receptor: Primary Screen for Enhancers | TRHR cells, fluo-8 calcium fluorescence, EC20 TRH enhancement | enhancement, % at 2 µM | actives 0.66% (n = 360,000); in the data active means enhancement above about 30%; further: 0% is about no effect
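TRHR-expressing cells loaded with fluo-8 calcium dye were read kinetically (ex 480/em 530) during compound addition, then stimulated with an EC20 of TRH (10 nM final). Enhancement of the Gq-mediated intracellular calcium response was scored.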
D1 PAM: Potentiators of Human D1 Dopamine Receptor: qHTS; D(1A) dopamine receptor (Homo sapiens), P21728; HEK293 TREx D1 cells, calcium flux, dopamine EC20 potentiation; potentiation, % at 10 µM; actives 0.036% (n = 360,000); in the data active means potentiation above about 30%; further: 0% is about no effect
RXFP1 agonist: qHTS Assay for Agonists of the Relaxin Receptor RXFP1. HEK293T-RXFP1 cAMP TR-FRET, 30 min; response scale: percent of porcine relaxin response, buffer zero. Potency, µM (titrated, usually from 57.5 µM), for the others: top-dose activation, usual class: activators. actives 0.3% (n = 370,000). AID 2676, 2010; further: potency means the concentration at half of the fitted maximal effect; on the % scale 0 is the no-effect control and ±100 the full control effect; nearly all actives have a fitted effect of over 60% in size; many of its hits are not listed in these tables
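cAMP rise read by TR-FRET after 30 min, 37C compound exposure (up to 58 uM) in RXFP1-transfected HEK293 cells with Ro 20174 present. EC50 from Hill-equation fits, with 29 nM porcine relaxin as 100% and buffer as basal.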
D1 ag: Allosteric Agonists of the Human D1 Dopamine Receptor: qHTS; HEK293 T-REx D1 cells, calcium flux, agonist mode; D(1A) dopamine receptor (Homo sapiens), P21728; actives 1% (n = 360,000); activation, % at 2 µM; AID 504660, 2011; in the data active means activation above about 30%; further: 0% is about no effect
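Tetracycline-induced HEK293 TREx D1 cells, force-coupled to calcium signalling, were dye-loaded with a no-wash calcium kit. Compound was pin-added after a 10 s baseline. Fluorescence was read kinetically at 1 cycle/s for 180 s, with calcium rises flagged as agonism.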
D2 PAM: HTS Assay for Positive Allosteric Modulators of the Human D2 Dopamine Receptor: Primary Screen for Potentiators; HEK293 T-REx D2, calcium flux, EC20 dopamine potentiation; potentiation, % at 10 µM; actives 0.34% (n = 340,000); AID 485347, 2010;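 active means potentiation over 3 SD above the plate norm, cut at about 30% in these data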; further: 0% is about no effect
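Tetracycline-induced Hek293 Trex D2 cells, force-coupled to calcium, loaded with no-wash calcium dye. Compound added with 180 s kinetic read for agonism, then EC20 dopamine and a further 180 s read for potentiation.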
Anesthetic bind: qHTS Assay for Identification of Novel General Anesthetics | apoferritin/1-aminoanthracene competitive binding, fluorescence | Potency, µM (top dose mostly 77.5 µM), inactives show at the top dose activity change, negative = displacement, most hits filed as inhibitors | actives 0.074% (n = 350,000) | AID 485281, 2010; further: potency means the concentration at half of the fitted maximal effect; on the % scale 0 is the no-effect control and ±100 the full control effect; nearly all actives have a fitted effect of over 20% in size
Target sequence (P02791 2-175 limits assumed): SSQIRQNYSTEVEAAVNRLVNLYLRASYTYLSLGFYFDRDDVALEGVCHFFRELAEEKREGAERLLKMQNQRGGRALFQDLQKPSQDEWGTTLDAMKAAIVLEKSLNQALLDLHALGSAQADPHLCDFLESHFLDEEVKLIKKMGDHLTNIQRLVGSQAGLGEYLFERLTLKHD
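Steps: apoferritin (10 uM) was premixed with half-saturated 1-AMA in PBS, compounds were pin-transferred, plates stood 10 min at room temperature, fluorescence was read at 380/535 nm, and curves were fitted with a Hill equation.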
The depositor's hits bear a star; ? = inconclusive; . = no result given; [ ] = dose if it differs, or a comment. Unless noted, the call rests on the fitted dose curve; in most records, active means well fitted curve in the direction sought with a large enough effect; inconclusive means small, poorly fitted or top-dose-only effect, or another doubt; inactive means no such curve, though single readings can be large; an effect the other way counts as inactive or inconclusive.

Each structure is followed by: RXFP1 antagonist	TRHR agonist	D1 antagonist	TRHR enhancer	D1 PAM	RXFP1 agonist	D1 ag	D2 PAM	Anesthetic bind
COc1cccc(/C=C2\SC(=S)N(CCC(=O)N3CCCCC3CCO)C2=O)c1 (stereo not given)
  8	0.0	-31*	11	-1	0.5%	5	14	-14%
O=C(Nc1ccc(Cl)cc1)c1cccs1
  -14	-0.4	-39*	2	-7	-0.8%	1	-13	-20%
CCN(CC)S(=O)(=O)c1cccc(-c2nnc(SCCOc3ccc(Cl)cc3)o2)c1
  9	2.3	16	-4	-3	1.9%	22	12	-21%
CCN(CC)CCNC(=O)c1ccc2c(c1)ncn2C1CCCCC1
  4	0.8	6	0	1	0.4%	-2	-10	-10%
COc1cccc(NC(=O)CSc2nnc(-c3cccc(OC)c3)o2)c1
  -15	0.3	-17	-3	2	4.9%	12	-12	?
O=C(Nc1cc2c3c(c1)CC(=O)N3CCC2)c1c(F)cccc1F
  -2	-0.6	0	5	0	0.1%	3	6	.
COc1ccc2nc(SC(C)C(=O)NCC(=O)Nc3ccc(F)c(F)c3F)[nH]c2c1 (stereo not given)
  -3	-0.5	17	3	-2	-2.1%	1	-9	.
CCCCNC(=O)c1cn(CC(C)C)c(=O)c2c1c1ccccc1n2C
  -10	-0.8	-2	4	0	-3.8%	1	-8	11%
Cc1noc(C)c1S(=O)(=O)N1CCCC1C(=O)NC(C)(C)C (stereo not given)
  -13	0.2	-10	-1	-2	1.4%	2	12	0%
COC(=O)[C@H](Cc1ccccc1)NC(=O)NCCC1=CCCCC1
  3	-0.1	8	6	0	-0.2%	-1	0	-23%
CC(=O)Nc1ccc(N/C(C)=C/C(=O)c2cccnc2)cc1
  -4	-0.3	-5	-7	2	2.4%	2	0	3%
Cc1ccc(S(C)(=O)=O)cc1C(=O)N1CC(C(N)=O)Oc2ccccc21 (stereo not given)
  -12	0.3	3	3	3	0.9%	1	4	0%
COc1ccc(OC)c(-c2csc(N3CCC(c4ccccc4)CC3)n2)c1
  -7	-1.3	0	-4	-1	-4.9%	1	6	-3%
O=C(CSC1CC(=O)N(CCc2ccccc2)C1=O)Nc1ccc(Cl)cc1 (stereo not given)
  6	0.3	-9	6	5	0.1%	9	-17	-20%
CCOC(=O)C1CCCN(CCC(=O)Nc2cc(C)cc(C)c2)C1 (stereo not given)
  -1	-0.5	-3	-4	-2	0.1%	1	-23	-2%
CCc1ccc(NC(=O)c2ccc(Cn3nc(N4CCN(c5ccccc5)CC4)ccc3=O)o2)cc1
  ?	-0.4	-26	1	-3	0.1%	0	1	?
COC(=O)c1c(C(=O)OC)c(-c2ccc(OC)cc2)n2c1CCC2
  7	-0.1	-8	2	-4	0.6%	0	1	-1%
O=C(CSc1nnnn1-c1cccnc1)Nc1ccc(F)cc1F
  3	-0.3	-9	-3	3	2.5%	3	11	0%
CC1Cc2cc(S(=O)(=O)NCc3ccc(Cl)cc3)ccc2N1C(=O)C1CCC1 (stereo not given)
  -2	-0.1	-17	3	1	0.1%	4	4	4%
COc1ccc([C@H]2CC(=O)C=C(c3ccccc3)C2)cc1OC
  .	-0.7	-26	2	-4	0.9%	-1	-5	.
C=CCn1c2ccccc2c2nnc(SCC(=O)Nc3cc(C)on3)nc21
  -13	-0.3	-3	-3	1	7.4%	0	-5	-21%
CCOc1ccc(NC(=O)NC(=O)N(C)S(=O)(=O)c2ccc(C)cc2)cc1
  0	-0.7	-6	3	1	2.2%	5	10	-6%
O=C(O)CSCC(=O)N1CCCN(c2nc3ccc(Cl)cc3s2)CC1
  3	0.2	-3	8	-5	1.5%	0	-6	-3%
O=[N+]([O-])c1cc(C(F)(F)F)ccc1-n1nnc2ccccc21
  .	0.8	14	1	1	-0.8%	0	2	-20%
Cc1ccc(/C=C/c2ccc(=O)n(Cc3ccc(F)cc3)n2)cc1
  -3	0.6	-12	-1	1	2.8%	4	6	-15%
O=C(CSc1nc(=O)n2cc(Cl)ccc2n1)Nc1cccc2ccccc12
  -17	-1.0	-10	3	3	16%	1	7	.
COc1ccc(-c2nnc(NC(=O)C(C)C)s2)c(OC)c1
  -2	-0.9	-3	-8	.	?	2	36*	-6%
O=C(COC(=O)CSc1ccc(Cl)cc1)NCCc1ccccc1
  -1	-0.2	-22	19	2	-0.2%	5	27	.
O=C(CNc1ccccc1)c1ccc([N+](=O)[O-])cc1
  .	0.4	-2	-5	-7	-0.8%	0	7	-16%
COc1ccc(-c2nc3n(c(=O)c2C#N)CCS3)c(OC)c1
  4	-0.1	-10	8	-5	0.0%	0	12	3%
COc1ccc(/C=N/NC(=O)CNC(=O)c2ccc3c(c2)OCCO3)cc1OC
  -10	-1.4	15	-8	0	-0.4%	0	11	?
CN(Cc1ccccc1)S(=O)(=O)c1ccc(Cl)c(C(=O)O)c1
  -21	-0.2	-3	2	-2	2.5%	1	15	2%
Cc1ccc(Nc2ccc(N)cc2S(=O)(=O)O)cc1
  0	1.6	-2	13	2	1.1%	1	2	2%
CC1CCc2nc(NC(=O)CN3CCN(c4ccc(F)cc4)CC3)sc2C1 (stereo not given)
  -14	-0.5	9	2	0	-0.9%	2	3	-6%
O=C(O)CCC(=O)Nc1sc2c(c1C(=O)NCc1ccccc1)CCCC2
  -1	-0.4	-22	-6	-10	0.8%	2	12	1%
CC1(C)CC(=O)C(C2=NC3(CCCCCC3)Cc3ccccc32)=C(O)C1
  -11	1.3	7	1	-4	-3.9%	4	6	-8%
Cc1cc(C)c(-n2c(C)cc(/C=C3/NC(=O)NC3=O)c2C)c(C)c1
  -15	-0.9	-2	-2	-5	2.8%	2	-3	-21%
Cc1cccc(C)c1NC(=O)C(c1ccccc1)N1CCC1=O (stereo not given)
  8	1.3	3	1	-3	1.1%	0	0	-5%
Clc1cccc(CSc2nc3ccncc3[nH]2)c1
  11	0.1	-15	0	.	-1.2%	8	-3	-22%
Cc1ccc(NC(=O)c2c(C)oc3ccc(O)c(CN(C)Cc4ccccc4)c23)c(C)c1
  -25	-1.3	10	7	1	-0.4%	-1	10	-3%
Cc1ccc(S(=O)(=O)CC(=O)NC(C)c2ccccc2)cc1 (stereo not given)
  9	-1.1	24	1	5	-1.8%	0	0	-3%
O=C(Nc1ccccc1C(=O)NC(Cc1ccccc1)C(=O)NC1CCCCC1)c1ccccc1 (stereo not given)
  -13	1.7	10	-4	-4	-0.6%	6	-2	-7%
O=c1[nH]nc(N/N=C/c2ccccc2OC(F)F)c(=O)[nH]1
  12	-0.6	-10	3	3	3.4%	0	-3	-5%
CC1CC(C)CN(C(=O)c2nn(C)c3c2CS(=O)(=O)c2ccccc2-3)C1 (stereo not given)
  32	-0.7	-16	-4	2	-0.1%	4	0	5%
N/C(COc1cc(Cl)cc(Cl)c1)=N\O
  -7	-0.6	-3	-7	2	-6.3%	4	6	-13%

Complete entries from above. Order of screens: RXFP1 antagonist, TRHR agonist, D1 antagonist, TRHR enhancer, D1 PAM, RXFP1 agonist, D1 ag, D2 PAM, Anesthetic bind
Cc1ccc(Nc2ccc(N)cc2S(=O)(=O)O)cc1 as listed: 0, 1.6, -2, 13, 2, 1.1%, 1, 2, 2%
O=C(Nc1ccccc1C(=O)NC(Cc1ccccc1)C(=O)NC1CCCCC1)c1ccccc1 (stereo not given) as listed: -13, 1.7, 10, -4, -4, -0.6%, 6, -2, -7%
CC1CC(C)CN(C(=O)c2nn(C)c3c2CS(=O)(=O)c2ccccc2-3)C1 (stereo not given) as listed: 32, -0.7, -16, -4, 2, -0.1%, 4, 0, 5%

New compounds follow
Each structure is followed by: RXFP1 antagonist	TRHR agonist	D1 antagonist	TRHR enhancer	D1 PAM	RXFP1 agonist	D1 ag	D2 PAM	Anesthetic bind
NS(=O)(=O)c1ccc(NC(NC(=O)c2cccnc2)C(Cl)(Cl)Cl)cc1 (stereo not given)
  9	0.1	45	1	-7	0.0%	-3	0	-8%
Cc1ccccc1OCC(=O)Nc1ccc2oc(=O)ccc2c1
  -16	-0.1	-13	3	-5	3.8%	9	1	-9%
Cc1c(S(=O)(=O)N2CCc3ccccc3C2)c(=O)n(C)c(=O)n1C
  -2	-0.5	9	4	-12	0.5%	1	5	-5%
COc1ccccc1-c1c(C(F)(F)F)oc2cc(OC(=O)c3ccc([N+](=O)[O-])cc3)ccc2c1=O
  1	0.4	-15	-6	-4	-0.4%	4	9	-6%
O=C(CC1CCCCC1)OCn1nnc2ccccc2c1=O
  -1	0.2	-16	2	-1	1.4%	2	3	?
Cc1ccccc1NC(=O)N1C2CCCC1CC(NC(=O)C1CC1)C2 (stereo not given)
  11	0.1	-1	5	0	-0.2%	2	-9	7%
COc1cc(C(=O)OCC(=O)NC(C)CCc2ccccc2)cc(OC)c1OC (stereo not given)
  -6	-0.6	1	-4	2	4.3%	2	-6	-14%
Cc1c(C(=O)OCC(=O)N(CC(C)C)c2c(N)n(Cc3ccccc3)c(=O)[nH]c2=O)oc2ccccc12
  -17	0.8	20	11	-2	0.0%	2	0	.
Cc1nc(Sc2nnnn2-c2ccccc2)c(C#N)c(C)c1C
  .	0.0	-16	-3	-5	0.4%	3	6	-17%
CCn1c(SCC(=O)NCc2ccco2)nnc1C(C)C
  -7	2.4	2	16	-1	2.8%	3	-4	-8%
CCN(C(=O)COC(=O)c1cccc(S(=O)(=O)NCc2ccccc2)c1)c1ccccc1
  -14	0.8	15	-8	-4	2.7%	8	7	.
O=C(NCCN1CCOCC1)c1cc2ccccc2[nH]1
  -20	0.2	-9	-5	-3	1.3%	3	.	9%
COc1ccc(O)c(CN2CCC(n3nccc3NC(=O)C3CCCC3)CC2)c1
  -7	0.3	-4	10	-3	0.2%	4	2	-15%
COc1ccc(CCNC(=O)c2cc(Nc3cc(C)cc(C)c3)nc3ccccc23)cc1OC
  .	-0.7	-25	2	5	-1.3%	0	11	533%[activator]

The list is partial, so the mix of outcomes need not match the whole.
